High-throughput results deposited in PubChem by The Scripps Research Institute Molecular Screening Center.
CHRM1 antagonist: blocks human M1 muscarinic receptor. 360,000 tested, 1.3% active. CHO-K1 hM1, Fluo-8 calcium fluorescence, ACh EC80 antagonist. P11229. inhibition, % at 3 µM. AID 588852;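 active = percent inhibition above its own plate's cutoff, namely the mean of that plate's compound wells plus 3 SD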;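 note: peak over basal fluorescence ratio during 140 s after agonist addition; 0% = ACh EC80 plus DMSO and 100% = DMSO alone without agonist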
CHRM1 PAM: human CHRM1 positive allosteric modulation; CHO-K1 hM1, Fluo-8 calcium fluorescence, ACh EC20; 0% = ACh EC20, 100% = maximal ACh; activation, % at 3 µM; 360,000 tested, 0.088% active; in the data active = activation above about 19%, passing the limit was not always enough
CHRM1 agonist: activates human CHRM1 receptor | P11229 | CHO-K1 hM1, Fluo-8 calcium fluorescence, agonist mode; 0% DMSO, 100% acetylcholine EC100 | activation, % at 3 µM | AID 588814 | 360,000 tested, 0.33% active;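 active = activation above the run's mean compound activation plus 3 SD, cut at about 16% in these data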;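 note: peak over basal fluorescence ratio within a 140 s kinetic read after compound addition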
CHO-K1 Ca antag: M1 antagonist counterscreen hit in parental CHO-K1 cells. ATP-induced calcium, Fluo-8 fluorescence. inhibition, % at 3 µM. 360,000 tested, 0.6% active;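 active = inhibition above a per-plate cutoff, the plate's mean sample inhibition plus 3 SD, cut at about 24% in these data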;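 note: 0% = DMSO plus EC80 ATP and 100% = DMSO alone without ATP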
CHRM4 antagonist: blocks acetylcholine activation of human M4 receptor; P08173; CHO-hM4 cells, ACh EC80, Fluo-8 calcium fluorescence; inhibition, % at 3 µM; 360,000 tested, 0.73% active;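 active = inhibition above its plate's cutoff, the mean inhibition of sample wells plus 3 SD, cut at about 27% in these data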;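 note: 0% = acetylcholine EC80 with DMSO and 100% = DMSO without agonist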
Target sequence (P08173 whole entry, looked up): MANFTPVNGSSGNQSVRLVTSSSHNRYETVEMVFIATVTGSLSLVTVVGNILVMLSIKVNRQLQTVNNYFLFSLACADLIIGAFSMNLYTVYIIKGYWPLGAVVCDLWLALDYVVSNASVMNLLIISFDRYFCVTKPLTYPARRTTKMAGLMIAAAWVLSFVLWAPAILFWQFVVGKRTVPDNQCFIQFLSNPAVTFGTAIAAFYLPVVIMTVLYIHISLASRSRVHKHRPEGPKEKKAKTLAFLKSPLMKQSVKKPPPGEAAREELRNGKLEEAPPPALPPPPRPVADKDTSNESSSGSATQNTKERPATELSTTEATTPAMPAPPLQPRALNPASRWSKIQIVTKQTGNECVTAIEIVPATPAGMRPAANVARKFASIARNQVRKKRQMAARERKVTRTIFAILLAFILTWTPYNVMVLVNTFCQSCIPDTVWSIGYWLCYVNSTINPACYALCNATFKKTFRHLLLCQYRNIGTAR
M1 ag parental: nonselective activator or artifact in parental CHO-K1 cells; Fluo-8 calcium fluorescence; scaled to maximal ATP response, vehicle zero; activation, % at 3 µM; 360,000 tested, 0.48% active; AID 602248; in the data active = activation above about 15%;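 note: untransfected CHO-K1 host cells lacking M1 receptor as counterscreen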
CHO parental Ca: counter-screen: ATP calcium response change in parental CHO cells | parental CHO-K1, ATP-induced calcium, Fluo-8 fluorescence | inhibition, % at 5.6 µM | 330,000 tested, 0.63% active | AID 463079;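 active = inhibition above that plate's mean sample inhibition plus 3 SD, cut at about 26% in these data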;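 note: 0% = ATP-challenged DMSO wells and 100% = DMSO wells without ATP; some compounds past the cut are filed as inactive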
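Test system: untransfected parental CHO cell line. Compound: one dose, 5.6 µM nominal. Detection: intracellular calcium via Fluo-8 no-wash fluorescent dye. Measure: % inhibition. Benchmarks: ATP-challenged DMSO wells low, unchallenged DMSO wells high.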
M4 ag: agonists of human muscarinic M4 receptor (CHRM4) | P08173 | CHO-K1 hM4/Gqi5, Fluo-8 calcium fluorescence; vehicle 0%, full acetylcholine response 100% | activation, % at 3 µM | 360,000 tested, 0.14% active | AID 624127;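 active = activation above the run mean over all test wells plus 3 SD, cut at about 32% in these data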;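 note: peak over basal fluorescence ratio per well then scaled between controls; 0% = DMSO wells and 100% = acetylcholine at EC100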
OXTR potentiate: potentiates the human oxytocin receptor response | CHO-OTR cells, Fluo-8 calcium fluorescence, potentiator mode; 0% = oxytocin EC15, 100% = EC100 | activation, % at 3 µM | 320,000 tested, 0.061% active | AID 2445;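 active = activation above that plate's cutoff, the mean activation of tested compounds plus 3 SD, cut at about 6.6% in these data, passing the limit was not always enough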;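 note: 100% uses oxytocin at 75 nM as the full agonist control; some results filed as inactive read as strong as hits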
Target sequence (P30559 whole entry, looked up): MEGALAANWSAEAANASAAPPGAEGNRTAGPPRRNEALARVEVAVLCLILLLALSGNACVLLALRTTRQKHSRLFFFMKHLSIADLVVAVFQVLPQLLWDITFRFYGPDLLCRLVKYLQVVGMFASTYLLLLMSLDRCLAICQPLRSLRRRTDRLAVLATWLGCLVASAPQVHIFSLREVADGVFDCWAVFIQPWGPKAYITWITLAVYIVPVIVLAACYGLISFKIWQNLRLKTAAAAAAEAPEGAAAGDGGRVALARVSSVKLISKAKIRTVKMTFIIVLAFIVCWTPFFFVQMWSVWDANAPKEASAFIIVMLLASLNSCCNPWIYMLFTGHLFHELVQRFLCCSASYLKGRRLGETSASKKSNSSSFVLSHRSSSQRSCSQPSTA
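test system = CHO-OTR cells, human receptor | compound = single-point 3.0 µM | schedule = 6 min compound pre-incubation at room temperature, 100 s kinetic read | signal = Fluo-8 no-wash calcium dye fluorescence, excitation 470-495 nm, emission 515-575 nm | repeats = single well per compound, singlicate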
Numbers without * were called inactive; . = no result given.

SMILES | CHRM1 antagonist | CHRM1 PAM | CHRM1 agonist | CHO-K1 Ca antag | CHRM4 antagonist | M1 ag parental | CHO parental Ca | M4 ag | OXTR potentiate
N=c1ccn(Cc2ccc(Cl)cc2Cl)cc1 | 33 | -19 | -5 | -9 | 9 | 0.8 | -5 | 1 | -3
O=C(Nc1ccc(-c2ccc(N3CCCCC3)nn2)cc1)c1ccco1 | -1 | 1 | -3 | 11 | 3 | 2.8 | -15 | 7 | -5
Cc1ccc(/C=C(\C#N)C(=O)Nc2cccc3ncccc23)o1 | 5 | -1 | -8 | -17 | 5 | 2.6 | -5 | 2 | -1
O=C(NN=Cc1ccc(F)c(F)c1)c1ccc(NS(=O)(=O)c2cccs2)cc1 | -13 | 8 | -5 | -12 | -11 | 1.9 | -3 | 0 | -2
OCC1CCCCN1CCNCc1cn[nH]c1-c1cccc2ccccc12 (stereo unspecified) | -8 | 7 | -8 | -2 | -2 | 0.7 | -1 | 0 | -6
COCCN(C(=O)CSc1ncccn1)c1c(N)n(Cc2ccccc2)c(=O)[nH]c1=O | -5 | 8 | -1 | -11 | -3 | 2.7 | 0 | 0 | -9
COc1ccc(C(=O)C2CCCN(C(=O)c3ccc4nccnc4c3)C2)c(C)c1 (stereo unspecified) | -6 | 4 | -2 | -11 | -11 | 0.6 | -26 | 3 | -4
O=C(NCC1CCCO1)c1cccc(Oc2c(Cl)cccc2[N+](=O)[O-])c1 (stereo unspecified) | -3 | 1 | -1 | 3 | 4 | 9.2 | -10 | 12 | -10
O=C(CSc1n[nH]c(-c2ccccc2F)n1)Nc1cc(F)ccc1F | 0 | 0 | -3 | -11 | 12 | 2.5 | -25 | 2 | 2
CC(NC(=O)COC(=O)c1cc([N+](=O)[O-])ccc1N1CCOCC1)c1ccc(F)cc1 (stereo unspecified) | -24 | 8 | 1 | 4 | -16 | 0.9 | -16 | 7 | -7

Retrieved one by one from the list above:
SMILES | CHRM1 antagonist | CHRM1 PAM | CHRM1 agonist | CHO-K1 Ca antag | CHRM4 antagonist | M1 ag parental | CHO parental Ca | M4 ag | OXTR potentiate
O=C(NCC1CCCO1)c1cccc(Oc2c(Cl)cccc2[N+](=O)[O-])c1 (stereo unspecified) | -3 | 1 | -1 | 3 | 4 | 9.2 | -10 | 12 | -10
O=C(NN=Cc1ccc(F)c(F)c1)c1ccc(NS(=O)(=O)c2cccs2)cc1 | -13 | 8 | -5 | -12 | -11 | 1.9 | -3 | 0 | -2

Next entries follow.
SMILES | CHRM1 antagonist | CHRM1 PAM | CHRM1 agonist | CHO-K1 Ca antag | CHRM4 antagonist | M1 ag parental | CHO parental Ca | M4 ag | OXTR potentiate
Cc1ccccc1C(=O)N1CCN(c2ccc(NC(=O)c3ccccc3[N+](=O)[O-])cc2)CC1 | -6 | 13 | 1 | 21 | 2 | 0.2 | -3 | 7 | -11
Cc1ccc(C)c(S(=O)(=O)c2c(C)cc(C)[nH]c2=O)c1 | -8 | 1 | -4 | -14 | 0 | 0.3 | -10 | 1 | -8
Cc1ccnc(Sc2ccc([N+](=O)[O-])cc2[N+](=O)[O-])n1 | -10 | 4 | -6 | -9 | -5 | 0.5 | 0 | 0 | -11
COc1cccc(CN(C)C(=O)[C@@H](NC(=O)c2ccc(C)cc2)C(C)C)c1 | -5 | -4 | -5 | -3 | -9 | 4.5 | -24 | 10 | -1
O=C(NC1CCS(=O)(=O)C1)/C(=C/c1ccco1)NC(=O)c1ccccc1 (stereo unspecified) | -9 | 10 | -5 | -7 | -6 | 2.3 | 1 | 2 | -4
CSC1=NC2(C[C@H]2c2ccccc2)C(=O)N1C (stereo partly specified) | -5 | 3 | -4 | -13 | -8 | 0.3 | -23 | 1 | -4
CCN(CCO)c1ncnc2c1sc1nc(C(C)C)c3c(c12)CC(C)(C)OC3 | -9 | 5 | -5 | -15 | 5 | 0.7 | -10 | 1 | 5
O=C(c1ccc2c(=O)n(CCc3ccccc3)c(=O)[nH]c2c1)N1CCN(c2ccccc2)CC1 | -2 | -5 | -2 | -15 | 2 | 0.8 | -21 | 3 | -7
Cc1ccc(NC(=O)COC(=O)C(NS(=O)(=O)c2ccc(Cl)cc2)C(C)O)cc1 (stereo unspecified) | -1 | 2 | -9 | -2 | 11 | 0.4 | 4 | 2 | -6
O=C(Nc1ccc(O)cc1)/C(=C\c1cccs1)NC(=O)c1ccccc1 | -13 | 14 | 9 | -10 | 7 | 0.6 | -11 | 1 | -7
O=C(CCc1nc2ccccc2[nH]1)Nc1ccc2c(c1)OCO2 | -36 | -3 | 0 | 4 | -6 | 1.4 | -5 | 2 | -6
CC1(C)NC(=O)N(CCCOc2ccc(Br)cc2Cl)C1=O | -1 | 2 | -3 | -15 | -10 | 2.7 | -14 | 6 | -2
CCCOc1ccc(-c2c(C(=O)N/N=C/C3CC=CCC3)nnn2-c2nonc2N)cc1 (stereo unspecified) | 5 | -4 | -3 | -17 | -5 | -0.4 | -7 | 1 | -5
COC(=O)c1ccccc1NC(=O)Nc1c(C)n(C)n(-c2ccccc2)c1=O | -12 | 6 | -1 | -6 | -10 | 0.5 | -11 | 2 | -6
CCCCn1c(N)c(N(CCC(C)C)C(=O)CSc2nnc(C)s2)c(=O)[nH]c1=O | -5 | 6 | -3 | -1 | 2 | 0.1 | -9 | 1 | 0
COC(=O)Cn1c(O)c(N=NC(=O)CNC(=O)c2ccncc2)c2ccccc21 | -1 | 1 | -2 | -9 | -20 | 0.7 | -11 | 1 | -10
COC(=O)c1cc(S(=O)(=O)NCc2ccccc2)c[nH]1 | -8 | 5 | -1 | -3 | -11 | 1.0 | -2 | 2 | -2
Cc1cccn2c(=O)c3cc(C(=O)NC4CCCCC4)n(C)c3nc12 | -7 | 5 | -1 | -9 | -2 | 0.2 | 0 | 1 | -19
O=C(c1cccc(Cl)c1)N1CCN(C(=O)c2ccco2)CC1 | -35 | 4 | -2 | -12 | -7 | 0.3 | -8 | 1 | -8
Cc1onc(-c2c(Cl)cccc2Cl)c1COC(=O)c1ccc(Cl)cc1[N+](=O)[O-] | -11 | 6 | -3 | 9 | 6 | -0.4 | 1 | -1 | 2
O=C1c2ccccc2C(=O)c2c1ncn2-c1ccccc1 | -13 | 5 | -9 | -7 | -2 | 0.1 | 4 | 1 | -3
Cc1noc(NS(=O)(=O)c2ccc(NC(=O)C(F)(F)F)cc2)c1C | -20 | 23 | 2 | 6 | -10 | -0.3 | -15 | -1 | -8
CC(C)n1cc(CN2CCC(C(=O)Nc3cccc(-c4cccc(Cl)c4)c3)CC2)cn1 | -8 | 5 | -4 | 0 | 2 | 4.3 | -18 | 7 | -9
C=CCN(CC=C)C(=O)C1c2ccccc2Oc2ccccc21 | 13 | -10 | -7 | -14 | -4 | -0.5 | . | -2 | .
COc1ccccc1N(CC(=O)NC1CCCC1)C(=O)CCCC(=O)Nc1ccccn1 | 3 | 12 | 0 | 7 | -26 | -0.2 | . | 1 | .
Cc1cc(C)n(-c2nc(C(=O)O)cs2)n1 | 3 | 7 | -10 | -1 | -4 | 0.2 | 1 | 0 | -6
COc1ccc(C(=Cc2ccccc2)C(=O)O)cc1 | 9 | 8 | 1 | 11 | 0 | -0.6 | . | 0 | .
COC(=O)c1ccc(NC(=O)CSc2n[nH]c(-c3ccncc3)n2)cc1 | 8 | -21 | -8 | -3 | 3 | 1.0 | -15 | 1 | 3
O=C(Nc1ccccc1)c1ccc(Br)o1 | 8 | 2 | -2 | 13 | -3 | -0.5 | -12 | 6 | -2
COc1ccc(NC(=O)N2CCCc3ccccc32)cc1 | -7 | 10 | -6 | 0 | 4 | 0.4 | -3 | 1 | 0
O=C(NCC(c1ccco1)N1CCCC1)c1cc(S(=O)(=O)N2CCOCC2)ccc1Cl (stereo unspecified) | 8 | -6 | -8 | -5 | 6 | 0.0 | -7 | -1 | 0
CC(C)c1cc(=O)n2[nH]c(N)nc2n1 | -2 | -1 | -4 | 3 | 2 | 0.0 | -5 | 0 | 0
Cc1ccsc1C(=O)NNC(=O)c1ccccc1F | -13 | 8 | -1 | -11 | -11 | 0.3 | -5 | 1 | -6
Cc1cc2c(c(=O)n1Cc1cccnc1)C(c1cccs1)C(C#N)=C(N)O2 (stereo unspecified) | -14 | 9 | -1 | -4 | -3 | 0.2 | -5 | 1 | 1
O=C(CCCNC(=O)c1ccc(Cl)cc1)Nc1ccccc1F | -1 | -1 | -4 | -10 | -6 | -0.1 | -17 | -1 | -8
COc1ccc2c(c1)C(=O)CC(O)(C(F)F)O2 (stereo unspecified) | -7 | 6 | -3 | -12 | 10 | -0.3 | -4 | 1 | 0
O=C(Oc1ccc(C(=S)N2CCOCC2)cc1)c1cc([N+](=O)[O-])cc([N+](=O)[O-])c1 | -11 | 8 | -3 | -9 | -5 | 0.5 | -10 | 1 | -10
N#CCCN(Cc1cccnc1)C(=O)Nc1cccc(Cl)c1 | 4 | 5 | -4 | -10 | -2 | 1.3 | -1 | 1 | -14
CCCCCC(=O)N1CC2(CC(c3cccc(NC(=O)c4ccccc4)c3)=NO2)C[C@@H]1C(N)=O (stereo partly specified) | -1 | 7 | -5 | -25 | -9 | 1.1 | -7 | 5 | -10
CN(Cc1ccccc1)C(=O)COC(=O)CCC(=O)c1ccc(F)cc1 | -2 | 1 | 0 | -9 | -5 | 0.5 | -17 | 3 | -2
O=C(CN1C(=O)C2C3CC(C(Br)C3Br)C2C1=O)N1CCOCC1 (stereo unspecified) | -11 | 4 | -4 | -6 | 1 | 0.9 | -6 | 1 | -8

Entries above containing an aryl methoxy group:
SMILES | CHRM1 antagonist | CHRM1 PAM | CHRM1 agonist | CHO-K1 Ca antag | CHRM4 antagonist | M1 ag parental | CHO parental Ca | M4 ag | OXTR potentiate
COc1ccc(C(=O)C2CCCN(C(=O)c3ccc4nccnc4c3)C2)c(C)c1 (stereo unspecified) | -6 | 4 | -2 | -11 | -11 | 0.6 | -26 | 3 | -4
COc1cccc(CN(C)C(=O)[C@@H](NC(=O)c2ccc(C)cc2)C(C)C)c1 | -5 | -4 | -5 | -3 | -9 | 4.5 | -24 | 10 | -1
COc1ccccc1N(CC(=O)NC1CCCC1)C(=O)CCCC(=O)Nc1ccccn1 | 3 | 12 | 0 | 7 | -26 | -0.2 | . | 1 | .
COc1ccc(C(=Cc2ccccc2)C(=O)O)cc1 | 9 | 8 | 1 | 11 | 0 | -0.6 | . | 0 | .
COc1ccc(NC(=O)N2CCCc3ccccc32)cc1 | -7 | 10 | -6 | 0 | 4 | 0.4 | -3 | 1 | 0
COc1ccc2c(c1)C(=O)CC(O)(C(F)F)O2 (stereo unspecified) | -7 | 6 | -3 | -12 | 10 | -0.3 | -4 | 1 | 0
